mIAP inh = blocks mouse intestinal alkaline phosphatase; purified mouse IAP, CDP-Star luminescence, 30 min; inhibition, % at 10 µM; 330,000 compounds, 0.2% hits; AID 2806;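 active means inhibition of at least 40% at 10 µM in the primary screen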;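 further: plate controls were DMSO with enzyme for no effect and no enzyme wells for full effect; values of inactives mirror those of a sister screen read the other way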
APOBEC3A inh = inhibitors of human APOBEC3A DNA deaminase; P31941; recombinant A3A, FAM/TAMRA ssDNA deamination fluorescence; inhibition, % at 20 µM; 330,000 compounds, 0.41% hits;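 active means at least 40% inhibition at 20 µM here, with at most 30% in a related deaminase screen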;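 further: plate controls were A3A with DMSO for no effect and wells lacking A3A enzyme for full effect; some results filed as inactive read as strong as hits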
Target sequence (P31941 whole entry, looked up): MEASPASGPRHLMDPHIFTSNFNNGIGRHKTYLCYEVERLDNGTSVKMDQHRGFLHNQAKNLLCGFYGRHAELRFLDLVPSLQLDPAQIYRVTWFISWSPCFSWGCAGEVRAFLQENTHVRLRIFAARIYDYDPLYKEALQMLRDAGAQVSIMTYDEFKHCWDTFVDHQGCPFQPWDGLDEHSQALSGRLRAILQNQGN
NALP3 yeast inh = inhibitors of NALP3 inflammasome in yeast; Yeast reconstituted NLRP3/ASC/caspase-1, beta-gal luminescence, 24 h; inhibition, % at 10 µM; 330,000 compounds, 0.39% hits;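 active means inhibition of 50% or more; inactive means inhibition below 50%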;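 further: plate controls were induced DMSO wells for no effect and uninduced yeast grown without galactose for full effect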
A3G deaminase = inhibitors of human APOBEC3G DNA deaminase | recombinant A3G, ssDNA deamination FAM/TAMRA fluorescence | inhibition, % at 20 µM | 330,000 compounds, 0.28% hits | AID 493012;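 active means inhibition of at least 40% at 20 µM, with no more than 30% in the related APOBEC3A deaminase screen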;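 further: plate controls were DMSO wells with A3G for no effect and wells lacking A3G enzyme for full effect; some compounds called inactive have numbers as strong as hits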
mIAP act = increases mouse intestinal alkaline phosphatase activity; 330,000 compounds, 0.24% hits; activation factor at 10 µM; muIAP, CDP-Star luminescence, 30 min; active compounds read high; 1 = vehicle-only enzyme signal, 0 = enzyme-free wells;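 active means activation factor of at least 2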; further: the source names both 10 and 20 µM as test concentration; values of inactives mirror those of a sister screen read the other way
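Assay system: mouse IAP enzyme / Compound: DMSO-dissolved test compounds / Timing: 30 min, room temperature / Measured by: luminescence from enzymatic CDP-Star hydrolysis / Control set: DMSO-only wells, enzyme-free buffer wells as negative control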
tim10-1 inh = growth inhibitors of tim10-1 mutant yeast | 330,000 compounds, 2.2% hits | inhibition, % at 20 µM | S. cerevisiae tim10-1 ts strain growth, BacTiter-Glo, 24 h;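 active means inhibition of at least 40%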;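 further: mutant grown at 25 °C; 0% = DMSO wells with yeast and 100% = wells holding no yeast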
beta cell repl = inducers of beta-cell replication in MIN6 cells. MIN6 cells proliferation, ATPlite luminescence, 48 h; cells starved in 0.2% serum; 100% = growth in 10% serum. 330,000 compounds, 0.29% hits. AID 2380. proliferation, % at 10 µM;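 active means compounds whose signal lies at least 3.5 SD above the mean of all wells on their plate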;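 further: 0% = DMSO-treated cells in low-serum medium and 100% = 10% serum control; some compounds called inactive have numbers as strong as hits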
hIAP inh = blocks human intestinal alkaline phosphatase. purified IAP, CDP-Star luminescence, 30 min. 330,000 compounds, 0.12% hits. inhibition, % at 10 µM. P09923;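 active means inhibition reaching a set limit with compound at 10 µM in the primary screen, cut at about 35% in these data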;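 further: plate controls were DMSO wells with enzyme for no effect and no-enzyme buffer wells for full effect; values of inactives mirror those of a sister screen read the other way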
Target sequence (P09923 whole entry, looked up): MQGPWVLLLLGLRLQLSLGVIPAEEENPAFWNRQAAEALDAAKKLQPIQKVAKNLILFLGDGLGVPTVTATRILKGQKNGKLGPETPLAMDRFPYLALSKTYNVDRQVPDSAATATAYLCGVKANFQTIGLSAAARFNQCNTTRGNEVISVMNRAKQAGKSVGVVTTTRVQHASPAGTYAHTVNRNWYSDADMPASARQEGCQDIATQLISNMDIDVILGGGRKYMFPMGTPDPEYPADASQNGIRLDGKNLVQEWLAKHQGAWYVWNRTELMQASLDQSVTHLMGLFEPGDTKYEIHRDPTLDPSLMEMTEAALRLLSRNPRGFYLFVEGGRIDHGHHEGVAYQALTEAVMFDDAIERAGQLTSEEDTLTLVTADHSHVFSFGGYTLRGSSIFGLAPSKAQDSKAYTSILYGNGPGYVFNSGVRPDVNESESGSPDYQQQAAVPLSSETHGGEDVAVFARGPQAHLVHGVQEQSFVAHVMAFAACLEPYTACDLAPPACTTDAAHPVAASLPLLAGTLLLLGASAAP
TIM10 inh = TIM10 yeast growth inhibition; S. cerevisiae TIM10 strain growth, BacTiter-Glo luminescence, 24 h; inhibition, % at 10 µM; 330,000 compounds, 1.4% hits; AID 463195;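 active means inhibition of 40% or more at the single tested concentration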;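 further: wild-type TIM10 isogenic control strain grown at permissive 25 °C; 0% = DMSO yeast wells and 100% = minimal medium wells without yeast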
The depositor's hits bear a star.

SMILES	mIAP inh	APOBEC3A inh	NALP3 yeast inh	A3G deaminase	mIAP act	tim10-1 inh	beta cell repl	hIAP inh	TIM10 inh
CC(Sc1ccccc1)C(=O)N/N=C/c1ccccc1 (stereo not drawn)	7	-4	24	-4	0.93	-20	1	14	-1
Cc1cc(NC(=O)COc2ccc(N(C)S(=O)(=O)c3ccccc3)cc2)no1	-3	-5	12	-6	1	11	-2	-29	-5
CCCCc1nc2cc(C(=O)N3CCCCC3CCNC(C)=O)ccc2o1 (stereo not drawn)	0	-7	20	-9	1	-2	-2	-18	-7
COc1ccc(-n2nc(C(=O)NCC(=O)NCC3CCCO3)c3ccccc3c2=O)cc1Cl (stereo not drawn)	4	2	-2	-1	0.96	22	-1	3	8
COc1ccc(NC(=O)c2ccccc2CC[N+](=O)[O-])cc1	-13	2	31	-6	1.1	4	-3	2	-8
Cc1c(NC(=O)c2nn3c(C(F)(F)F)cc(-c4ccccc4)nc3c2Br)c(=O)n(-c2ccccc2)n1C	6	-1	10	-1	0.94	-1	0	9	8
Cc1cc(C)c2nc(C(F)(F)F)nc(N3CC(C)OC(C)C3)c2c1 (stereo not drawn)	10	0	-2	-2	0.9	39	-1	5	9
O=S(=O)(NCc1ccccc1)c1ccc(S(=O)(=O)N(Cc2cccs2)CC2CCCO2)cc1 (stereo not drawn)	4	-6	11	-7	0.96	20	-1	-11	-7
Cc1cc(C(=O)N/N=C/c2cccc([N+](=O)[O-])c2)c(C)n1-c1ccccc1	20	-3	-5	1	0.8	12	-5	10	9
OCCNc1nnc(-c2ccccc2)c(-c2ccccc2)n1	-10	-1	-4	-1	1.1	-1	0	-12	4
CC(=O)N1CCCC1(C(=O)O)c1ccccc1 (stereo not drawn)	11	-1	9	-5	0.89	-15	1	20	6
COc1cc(C(=O)NCc2ccc(-n3cccc3)cc2)cc(OC)c1OC	-23	-3	2	-11	1.2	28	-2	-5	5

Part of the list above with just APOBEC3A inh.
smiles,APOBEC3A inh
Cc1cc(C)c2nc(C(F)(F)F)nc(N3CC(C)OC(C)C3)c2c1 (stereo not drawn),0
O=S(=O)(NCc1ccccc1)c1ccc(S(=O)(=O)N(Cc2cccs2)CC2CCCO2)cc1 (stereo not drawn),-6
Cc1cc(C(=O)N/N=C/c2cccc([N+](=O)[O-])c2)c(C)n1-c1ccccc1,-3

New compounds follow.
SMILES	mIAP inh	APOBEC3A inh	NALP3 yeast inh	A3G deaminase	mIAP act	tim10-1 inh	beta cell repl	hIAP inh	TIM10 inh
COc1ccc(/C=N/Nc2nc(=O)[nH]nc2C)cc1OC	-14	-2	-15	-4	1.1	-2	-3	-54	16
Cc1c(CC(=O)NCCC(C)C)c(=O)oc2cc3c(cc12)CCC(C)(C)O3	2	-2	17	-7	0.97	26	-2	-24	-10
O=C(Nc1ccccc1N1CCN(c2ccc(F)cc2)CC1)c1ccccc1	-7	0	5	-3	1.1	18	-2	11	9
O=c1cc(O)nc(SC23CC4CC(CC(C4)C2)C3)[nH]1	10	2	-8	0	0.91	7	-3	-41	15
O=C(NCCc1ccc(Cl)cc1Cl)C1=CC=CN2CCS(=O)(=O)N=C12	14	-1	-7	-8	0.85	-14	-4	6	-4
Cc1cccc(N2CCN(C(=O)CCS(=O)(=O)c3ccc4c(c3)oc(=O)n4C)CC2)c1C	-2	-10	13	-7	1	19	-3	-28	-9
CCC/C(=N\NC(=O)CNC(=O)/C=C/c1ccco1)c1ccccc1	1	-3	7	-5	0.99	20	-1	6	10
CCN(CC)Cc1c[nH]c2c(C(=O)OC)cccc12	-4	-2	23	-8	1	-31	-4	-11	-4
COc1ccc(CCNC(=O)Cc2cccs2)cc1OC	-10	1	-20	-9	1.1	20	-1	-8	7
O=[N+]([O-])c1ncn(C23CC4CC(CC(C4)C2)C3)n1	-1	3	-1	2	1	22	-2	-3	13
C=CCOC(=O)C1=C(C)NC(=O)NC1/C=C/c1ccccc1OC (stereo not drawn)	-19	-2	8	-3	1.2	4	-2	-21	-9
Cc1cccc(C)c1NC(=S)N/N=C/c1c(Cl)cccc1Cl	-8	-4	8	-6	1.1	17	-4	-12	-4
CCOC(=O)c1c(NC(=O)COC(=O)c2cccnc2OCC)sc(C(=O)N(CC)CC)c1C	10	-1	12	-6	0.9	1	-5	6	0
CC1(C)CC(=O)C(=Cc2cn(CCC#N)nc2-c2ccc(Cl)cc2)C(=O)C1	-1	1	0	6	1	35	-2	-2	34
O=C(O)c1cccnc1-c1ncccc1C(=O)O	-6	-2	0	-2	1.1	3	2	9	-3
CN(C(=O)COC(=O)C1=COCCO1)C1(C#N)CCCCC1	-9	1	0	-5	1.1	7	0	1	5
Cc1nn(C)c(C)c1NC(=O)c1ccc(Cl)cc1	11	1	6	-2	0.89	-1	1	-4	4
COc1ccc(CCNC(=O)c2nnn(-c3cccc(C)c3)c2N)cc1OC	6	3	7	-1	0.94	39	0	28	21
CC1CC(C)CN(C(=O)c2ccc3c(c2NCCO)C(=O)c2ccccc2C3=O)C1 (stereo not drawn)	15	-1	4	1	0.85	39	0	16	34
Cc1cc(OCC(=O)Nc2cccc(S(=O)(=O)NC3=NCCCCC3)c2)ccc1Cl	-16	0	10	2	1.2	4	0	-3	8
Cc1cc(C(F)(F)F)nc(SCC(=O)NC2CC3CCC2C3)n1 (stereo not drawn)	-6	-2	11	-9	1.1	-1	3	-9	6
O=C1c2cccc(OCC(=O)N3N=C(c4cccs4)CC3c3ccc(F)cc3)c2CCN1Cc1cccnc1 (stereo not drawn)	6	0	8	-5	0.94	33	-6	4	35
Cc1cc(C)cc(N(CC(=O)Nc2c(C)n(C)n(-c3ccccc3)c2=O)S(C)(=O)=O)c1	-4	-3	1	-3	1	7	-2	1	6
CCC1Oc2ccc(C)cc2N(CC(=O)NCc2ccccc2OC)C1=O (stereo not drawn)	-7	-4	-1	-4	1.1	7	-2	-12	17

Reprinted at random: 5 records from the list.
SMILES	mIAP inh	APOBEC3A inh	NALP3 yeast inh	A3G deaminase	mIAP act	tim10-1 inh	beta cell repl	hIAP inh	TIM10 inh
Cc1nn(C)c(C)c1NC(=O)c1ccc(Cl)cc1	11	1	6	-2	0.89	-1	1	-4	4
COc1ccc(CCNC(=O)c2nnn(-c3cccc(C)c3)c2N)cc1OC	6	3	7	-1	0.94	39	0	28	21
O=C(O)c1cccnc1-c1ncccc1C(=O)O	-6	-2	0	-2	1.1	3	2	9	-3
CC1CC(C)CN(C(=O)c2ccc3c(c2NCCO)C(=O)c2ccccc2C3=O)C1 (stereo not drawn)	15	-1	4	1	0.85	39	0	16	34
CC1(C)CC(=O)C(=Cc2cn(CCC#N)nc2-c2ccc(Cl)cc2)C(=O)C1	-1	1	0	6	1	35	-2	-2	34

Following part
SMILES	mIAP inh	APOBEC3A inh	NALP3 yeast inh	A3G deaminase	mIAP act	tim10-1 inh	beta cell repl	hIAP inh	TIM10 inh
CC(=O)OC[C@H]1O[C@@H](O/N=C/[C@@H](C)[C@H](OCc2ccccc2)C(C)C)[C@H](OC(C)=O)[C@@H](OC(C)=O)[C@@H]1OC(C)=O	-9	-3	-6	-6	1.1	14	-5	5	-2
Cc1cc(C)c(NC(=O)Cn2cc3c(n2)CCCC3)c(C)c1	7	-1	3	-3	0.93	13	-3	0	-2
COc1ccc(C)cc1Nc1nc(N)c2cc(OC)c(OC)cc2n1	-6	0	6	-3	1.1	19	-7	9	1
CCS(=O)(=O)Nc1ccc(C2=NN(C(=O)c3ccccc3)C(c3cccs3)C2)cc1 (stereo not drawn)	-2	-2	-2	-1	1	6	-3	-17	9
COc1cc(SC)ccc1C(=O)N1CCN(S(=O)(=O)/C=C/c2ccccc2)CC1	-4	-2	6	-6	1	23	1	7	22
Cc1cccc(OCc2nnc(SCC(=O)Nc3ccc(N4CCOCC4)cc3)o2)c1	8	-1	10	-4	0.92	-13	0	-8	-10
OC(C#CCN1CCOCC1)(c1ccccc1)C1CCCCC1 (stereo not drawn)	-4	-6	16	-8	1	16	4	-1	6
O=C(CCNC(=O)c1ccccc1Cl)Nc1cccc(S(=O)(=O)N2CCCCC2)c1	-15	19	19	22	1.2	18	-2	-6	0
COc1cccc(-c2nc(C(N)=O)c3[nH]c(=O)n(-c4cccc(Cl)c4)c3n2)c1OC	6	0	13	-3	0.94	-1	3	-42	10
Cc1ccc(C)c(N2CCN(C(=O)C3CCCN(c4ncnc5c4nc4n5CCCCC4)C3)CC2)c1 (stereo not drawn)	1	0	22	-1	0.99	-25	-7	-18	2
O=C(NNC(=O)c1cc2ccccc2cc1O)Nc1ccccc1F	-3	-1	-2	-2	1	-8	-3	-63	-21
CCC(=O)c1ccc(N2CCN(C(=O)c3cc([N+](=O)[O-])ccc3N3CCN(C)CC3)CC2)c(F)c1	10	-5	15	-8	0.91	-1	-1	-10	0

Single records (already shown). Screens in order: mIAP inh, APOBEC3A inh, NALP3 yeast inh, A3G deaminase, mIAP act, tim10-1 inh, beta cell repl, hIAP inh, TIM10 inh
COc1cc(SC)ccc1C(=O)N1CCN(S(=O)(=O)/C=C/c2ccccc2)CC1 as listed: -4, -2, 6, -6, 1, 23, 1, 7, 22
COc1cccc(-c2nc(C(N)=O)c3[nH]c(=O)n(-c4cccc(Cl)c4)c3n2)c1OC as listed: 6, 0, 13, -3, 0.94, -1, 3, -42, 10
OC(C#CCN1CCOCC1)(c1ccccc1)C1CCCCC1 (stereo not drawn) as listed: -4, -6, 16, -8, 1, 16, 4, -1, 6

(continued)
SMILES	mIAP inh	APOBEC3A inh	NALP3 yeast inh	A3G deaminase	mIAP act	tim10-1 inh	beta cell repl	hIAP inh	TIM10 inh
Cc1cccc(C)c1N(CC(=O)N1CCOCC1)S(C)(=O)=O	0	-7	4	-11	1	4	-2	0	8
Cc1ccc(C(=O)OCc2nnc(-c3ccc(Br)cc3)o2)cc1	5	3	31	4	0.95	28	-2	-5	-4
CC(=O)OCc1c(C(F)(F)F)nn(C)c1Oc1ccccc1	-3	-1	-10	-4	1	20	1	7	16
CC(OC(=O)CN1C(=O)c2ccccc2C1=O)C(=O)NC1(C#N)CCCCC1 (stereo not drawn)	-7	-2	13	6	1.1	25	-1	3	14
Cc1ccc(C)c(/C(O)=C2\C(=O)C(=O)N(CCCn3ccnc3)C2c2ccncc2)c1 (stereo not drawn)	19	0	-3	0	0.81	5	0	4	-15
O=C(Cc1ccccc1[N+](=O)[O-])N/N=C/c1cccnc1	8	0	0	-4	0.92	7	2	5	-3
CCCCNC(=O)CC1Nc2ccccc2NC1=O (stereo not drawn)	1	-5	-1	-6	0.99	13	1	12	9
CCCOc1ccc(S(=O)(=O)NCCN2CCOCC2)c2ccccc12	4	-2	10	-5	0.96	11	-1	9	7
O=C(/C=C/c1cccc(F)c1)Nc1cc(S(=O)(=O)N2CCOCC2)ccc1N1CCCC1	9	3	5	-2	0.91	16	0	9	2
CCn1c(Cc2ccccc2)nnc1SCc1ccc([N+](=O)[O-])cc1	-3	1	-9	-5	1	23	0	-1	9
O=C(NCCN1CCOCC1)c1ccccc1N1C(=O)[C@@H]2Cc3c([nH]c4ccccc34)C(c3ccc(F)cc3)N2C1=O (stereo partly drawn)	-33	-5	8	-9	1.3	-3	-1	0	5

High-throughput results (PubChem)

Outcome played no part in choosing rows, and some 4.6% of all compounds hit somewhere here.
